Compound activity deposited in PubChem BioAssay by several laboratories.
m-calpain inh – inhibitors of pig calpain II, primary screen, biochemical, fluorogenic peptide substrate, 1536-well; inhibition, % at 16 µM; 220,000 tested, 0.37% active; purified calpain II, 30 min;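 active = inhibition above about 50%, limit read from the data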
MDM2 E3 inh – MDM2-luciferase reporter signal enhancers, primary screen, MDM2 E3 ligase inhibitor project, cell-based, luminescence, 1536-well. E3 ubiquitin-protein ligase Mdm2 (Homo sapiens), Q00987. 210,000 tested, 0.11% active. AID 1230, 2008. cell-based MDM2 ubiquitination luciferase reporter, 2 h; 0 = plate control, 100 = twice control, blank-subtracted. signal enhancement, % at 5 µM;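 active = signal enhancement of 30% or more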;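 note: luminescence tracks abundance of the self-degrading MDM2-luciferase fusion protein; higher signal means inhibition of MDM2 E3 ligase activity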
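Timing – 2 h compound exposure at 37 °C · Assay system – mammalian cells stably expressing self-ubiquitinating, self-degrading MDM2 E3–luciferase fusion · Amount – 2000 cells seeded into each well · Measure – % luminescence enhancement versus blank-corrected plate control mean · Measured by – SteadyLite luminescence, 15 min reagent step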
TNF death inh – inhibitors of TNF-alpha triggered necroptosis, primary screen, cell-based, Jurkat FADD-/-, single concentration | Jurkat FADD-/- TNF necroptosis rescue, ATP luminescence, 24 h; 0 = TNF only, 100 = no-TNF cells | activation (protection from cell death), % at 10 µM | 220,000 tested, 0.068% active;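 active = activation, meaning protection from cell death, of at least 50% relative to plate controls; inactive = activation below 50%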;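 note: necroptosis triggered by 40 ng/mL TNF-alpha added together with compound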
eIF4E-4G inh – eIF4E–eIF4G protein interaction inhibitors, primary screen, biochemical, uHTS, TR-FRET, eIF4GI fragment | TR-FRET eIF4E-eIF4GI(517-606) binding, 2 h | inhibition, % at 21.7 µM | 220,000 tested, 0.37% active | AID 782, 2007;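 active = inhibition above about 30%, limit read from the data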;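 note: 0% = full FRET control wells and 100% = background wells lacking eIF4GI fragment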
KCC2 mod – KCC2 cotransporter modulators, thallium flux, primary screen, cell-based, HEK293 KCC2, FluoZin-2 fluorescence, MLSMR. Solute carrier family 12 member 5 (Homo sapiens), Q9H2X9. KCC2 cells, thallium flux FluoZin-2 fluorescence. B-score of Tl+ flux slope (higher = more flux/activation; lower = inhibition) at 10 µM. 190,000 tested, 2.2% active;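 active = thallium flux slope and its plate-corrected score both differing from the plate sample mean at a set confidence after two filtering rounds, in either direction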;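 note: slope of fluorescence scaled to starting intensity during 10 to 20 s after thallium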
Target sequence (Q9H2X9 whole entry, looked up): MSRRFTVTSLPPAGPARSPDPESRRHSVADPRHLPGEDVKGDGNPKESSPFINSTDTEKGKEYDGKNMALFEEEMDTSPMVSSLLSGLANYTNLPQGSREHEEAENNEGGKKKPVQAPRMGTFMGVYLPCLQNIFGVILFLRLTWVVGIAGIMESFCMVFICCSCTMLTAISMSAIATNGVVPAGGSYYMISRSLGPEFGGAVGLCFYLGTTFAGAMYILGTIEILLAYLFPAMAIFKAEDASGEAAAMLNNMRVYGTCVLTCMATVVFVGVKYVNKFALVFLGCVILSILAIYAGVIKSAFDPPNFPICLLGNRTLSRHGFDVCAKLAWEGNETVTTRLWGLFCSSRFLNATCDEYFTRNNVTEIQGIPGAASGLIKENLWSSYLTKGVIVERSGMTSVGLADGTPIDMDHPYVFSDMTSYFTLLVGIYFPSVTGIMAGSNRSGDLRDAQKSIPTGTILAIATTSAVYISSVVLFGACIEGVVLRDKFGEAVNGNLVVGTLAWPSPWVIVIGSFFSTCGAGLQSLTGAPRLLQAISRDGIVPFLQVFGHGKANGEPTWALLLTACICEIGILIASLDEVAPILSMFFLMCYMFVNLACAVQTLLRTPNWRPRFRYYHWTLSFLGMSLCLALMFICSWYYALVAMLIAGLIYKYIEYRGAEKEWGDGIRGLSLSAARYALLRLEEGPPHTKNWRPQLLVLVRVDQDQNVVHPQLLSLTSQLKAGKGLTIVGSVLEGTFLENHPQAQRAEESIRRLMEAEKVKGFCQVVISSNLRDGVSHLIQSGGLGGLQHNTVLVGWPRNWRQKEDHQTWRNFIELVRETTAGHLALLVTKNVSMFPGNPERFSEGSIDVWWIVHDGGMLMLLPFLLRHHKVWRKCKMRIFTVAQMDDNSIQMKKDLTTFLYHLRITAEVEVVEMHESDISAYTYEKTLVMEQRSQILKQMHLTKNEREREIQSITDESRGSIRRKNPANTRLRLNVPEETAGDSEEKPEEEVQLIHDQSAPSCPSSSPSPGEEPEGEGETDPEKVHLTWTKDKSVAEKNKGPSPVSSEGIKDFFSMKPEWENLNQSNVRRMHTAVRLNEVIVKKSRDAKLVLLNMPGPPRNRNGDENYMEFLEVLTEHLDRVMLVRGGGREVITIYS
Rad51 HR inh – human RAD51 strand exchange inhibitors, primary screen, biochemical, fluorescence; DNA repair protein RAD51 homolog 1 (Homo sapiens), Q06609; hRad51 DNA strand exchange, fluorescence dequenching; inhibition, % at 10 µM; 200,000 tested, 0.085% active;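 active = inhibition above 40% at the single screening dose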;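 note: 0% = DMSO control wells and 100% = blanks with heterologous ssDNA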
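System: hRad51 filaments on single-stranded DNA; reagent: Fluorescein- and BHQ1-tagged 47-mer duplex; compound dosing: one concentration, 10 µM final; timing: filaments 15 min 37 °C, then compound 30 min; measured by: fluorescein emission 520 nm, excitation 485 nm; benchmarks: per-plate controls and blanks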
PERK inh – block of dimerizer-induced PERK translation repression, primary screen, PERK inhibitor project, CHO PERK-DD cells, SEAP luminescence, HTS; Eukaryotic translation initiation factor 2-alpha kinase 3 (Homo sapiens), Q9NZJ5; CHO PERK-DD fusion, SEAP luminescence translation reporter; inhibition, % at 5.6 µM; 220,000 tested, 0.17% active;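 active = inhibition above the mean inhibition of all tested compounds plus 3 SD, set separately per screening campaign, cut at about 2.9% in these data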;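 note: PERK kinase domain activated by AP20187 dimerizer at 100 nM; 0% = DMSO with dimerizer and 100% = rapamycin at 8.4 µM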
L929 necroptosis – inhibitors of zVAD-triggered necroptosis, primary screen, L929 cells | 220,000 tested, 0.38% active | L929 zVAD necroptosis rescue, ATP luminescence, 24 h; with zVAD 60 µM | AID 1377, 2008 | viability rescue, % at 10 µM;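 active = activation, scaled between plate controls, above about 75%, limit read from the data; inactive = activation under that limit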;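 note: 0% = zVAD with DMSO and 100% = DMSO alone without zVAD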
EBV gp42 block – Epstein-Barr virus gp42 inhibitors, primary screen, biochemical, uHTS, fluorescence polarization. Glycoprotein 42 (Epstein-Barr virus (strain AG876)), Q1HVG2. Fluorescence polarization binding assay, mP read-out. inhibition, % (tested at 21.74 µM). 220,000 tested, 0.42% active; in the data active = inhibition above about 50%
An asterisk follows results filed as active; . = not tested or not shown; [ ] = dose if it differs, or a comment.

SMILES	m-calpain inh	MDM2 E3 inh	TNF death inh	eIF4E-4G inh	KCC2 mod	Rad51 HR inh	PERK inh	L929 necroptosis	EBV gp42 block
Cc1cc(C)c(Cn2cnc3ccccc32)c(C)c1	-7	-3	-1.0	4	-1.4	-2	0.1	0.2	-3
COC(=O)c1sccc1NC(=O)CSc1ccccc1NS(=O)(=O)c1ccc(Cl)cc1	-19	1	-4.6	-16[fluorescence artefact?]	.	2	-0.6	-0.4	-21
COCC(=O)n1nc(-c2ccc(C)cc2)nc1NCc1ccc(F)cc1	-7	-13	1.1	0	0.98	4	1.8	69	-11
COc1ccc(Nc2nc(C(F)(F)F)nc(C)c2C#N)cc1	10	-8	0.9	-5	0.98	5	1.1	0.6	-22
N=c1sc2ccccc2n1-c1ccccc1	-3	-14	-2.6	-1[fluorescence artefact?]	-0.043	-1	0.2	0.0	-21
CCOC(=O)CC1C(=O)NC2CCCCC2N1C(=O)Nc1ccc(Cl)cc1 (configuration not stated)	-22	-10	-2.2	-1	-0.089	-6	1.0	0.5	-13
COc1ccc(CNc2oc(COc3ccccc3)nc2C#N)cc1	3	-6	0.3	5	.	.	1.4	1.2	14
CC(C)(C)C(=O)COC(=O)c1ccccc1O	-5	-11	2.2	0	0.76	2	0.3	1.6	-7
O=C(NCc1cccs1)Nc1cccs1	11	-12	3.1	-2	1.4	-2	0.4	0.3	4
COc1ccc(C(=O)CSc2nc3nc(C)cc(C)c3c(=O)[nH]2)cc1OC	.	.	0.7	.	-0.064	.	0.2	1.2	.
COc1ccc(C2=NN(C(=O)CSc3ncccn3)C(c3ccc(OC)cc3)C2)cc1 (configuration not stated)	25	-13	3.8	7[fluorescence artefact?]	-0.82	-10	-0.2	0.1	-77
Cc1nc(NCC2CCCO2)nc2c1C(=O)CC(C)C2 (configuration not stated)	-11	-16	-1.0	3	.	11	1.1	0.1	-6
O=C(Cc1ccccc1)Nc1ccc(Br)c(Cl)c1	12	2	19	-6	0.64	0	0.4	0.6	-13
O=C(COC(=O)c1ccc2c(c1)OCCO2)Nc1cc(Cl)ccc1Cl	-8	-18	-0.5	-14[fluorescence artefact?]	.	2	-0.8	-0.6	-12
CC(C)C(=O)N1CCN(c2ccccc2N)CC1	81*	-8	0.2	1	-0.37	1	1.6	0.1	-3
CCCCOC(=O)c1ccc(NC(=O)C(=O)NCC2CCCO2)cc1 (configuration not stated)	4	-7	-3.0	1	-0.25	10	0.4	1.7	-5
CCOC(=O)c1cnc(-n2nc(C)cc2C)nc1NCCO	-100	.	-0.4	-3	.	-2	1.3	0.1	-15
O=C(Cc1nnc(NC(=O)Nc2ccc(Cl)cc2)s1)NCc1ccccc1	15	10	0.9	1	0.28	13	0.8	0.8	-7
CC(C)Cn1c(N2CCN(C(=O)c3cccs3)CC2)nc2ccccc21	-8	-11	-3.5	-10	0.5	-5	-0.8	-0.3	-17
CC1(C)CC(CCN)(Cc2ccccc2Cl)CCO1 (configuration not stated)	-20	-12	4.2	3	-0.018	.	0.1	0.4	-15
NC(=O)Cn1c(=O)n(Cc2ccco2)c(=O)c2c3c(sc21)CCCCC3	8	-19	-1.6	7	0.94	9	0.8	-0.2	18
Cc1c(CN2CCCC(C(=O)c3cccc(Cl)c3)C2)c(=O)n(-c2ccccc2)n1C (configuration not stated)	-20	-20	1.1	1	0.073	.	0.8	-0.2	-7
O=C(Cc1cccs1)N1CCN(c2ccccn2)CC1	11	3	-3.1	5	0.11	2	0.5	-0.4	-13
O=C(N/C(=C\c1ccc(Cl)cc1)C(=O)N1CCOCC1)c1ccc([N+](=O)[O-])cc1	31	-7	4.7	2	0.34	-46	-0.2	0.8	-6
CN(C)c1ccc(CNCCC2CCOC(C)(C)C2)cc1 (configuration not stated)	8	.	0.0	-7	-0.47	-1	-0.4	-0.1	6
COc1ccc(C(=O)NCC(=O)OCC(=O)c2ccc3c(c2)OCCO3)cc1	-8	-5	-0.6	3	0.83	0	-0.2	-1.4	-5
O=C(COC(=O)C12CC3CC(CC(Br)(C3)C1)C2)N1CCOCC1	-10	-8	0.3	2	-0.058	2	0.7	1.0	-4
COc1ccc(OC)c(Nc2ncnc3ccccc23)c1	-25	-8	-0.8	-3	0.92	-14	-0.8	0.4	-5
COc1ccc(C(=O)OCC(=O)Nc2ccc(F)cc2F)cc1OC	21	-14	-0.6	-3	-0.4	-5	-0.2	-0.3	8
Cc1c(-n2c(-c3ccccc3Cl)n[nH]c2=S)c(=O)n(-c2ccccc2)n1C	-4	-6	-1.0	-1	0.64	-2	-0.3	0.6	-9
O=C(CSC1=NCCN1)C1COc2ccccc2O1 (configuration not stated)	-3	-15	2.1	5[fluorescence artefact?]	0.25	6	1.2	0.7	-26
CC(=O)c1cccc(N(C(=O)CS(=O)CC(=O)Nc2ccc(F)cc2)C(C(=O)NC2CCCCC2)c2ccc(C)o2)c1 (configuration not stated)	-10	-5	2.6	2[fluorescence artefact?]	0.063	.	0.5	1.8	10
COc1ccc(CCNC(=O)Cn2cnc3ccccc3c2=O)cc1OC	9	.	1.3	0	0.067	.	-0.3	0.3	-7
O=C(COC(=O)CCC(=O)c1ccc(F)cc1)Nc1ccc(N2CCOCC2)cc1	-18	-6	-1.8	2[fluorescence artefact?]	-1.5	11	-0.6	-0.2	-15
O=C(Nc1cccc2ccccc12)c1ccc([N+](=O)[O-])s1	19	-7	-6.1	3	0.37	.	-0.4	.	-5
COC(=O)N1CC=CC1(C)C(=O)NCc1cc(F)cc(C(F)(F)F)c1 (configuration not stated)	-12	.	-0.2	-3	0.75	-5	0.1	3.7	-15
CCOC(=O)c1cnc2nc(SC)nn2c1N	14	10	-0.6	2	-0.0016	4	0.3	2.4	-16
Cc1ccc(NC(=O)Cn2c(O)c(N=NC(N)=O)c3ccccc32)cc1	-11	.	-1.3	-9	0.21	27	0.4	1.2	-6
CCCOc1ccc(NC(=O)C(=O)NCCCn2ccnc2)cc1	7	-5	-4.8	3	1.2	-11	-0.5	2.0	-2
COC(=O)c1ccc(Cn2cc(C(F)(F)F)ccc2=O)cc1	-5	-7	-0.7	5	-0.26	11	-0.3	0.8	5
O=C(c1ccc(Cl)cc1)N1CCCC(c2ccccc2)=N1	-3	-14	-2.9	-2	-1	-5	0.9	0.2	-10
CCOC(=O)c1c(NC(=O)CSc2nc3ccccc3c(=O)n2-c2ccccc2)sc(C(C)=O)c1C	-47	15	1.3	21	0.92	-5	0.7	-0.5	-44
CC(=O)Nc1coc2ccc(Br)cc12	23	-27	-2.9	1	-0.003	21	-0.7	0.2	-24
Cc1cc(C)n(-c2nc3ccccc3c(=O)n2OCc2ccc(Cl)cc2)n1	-10	22	-0.1	0	-0.028	2	-0.4	0.6	-19
c1ccc(-c2ccccc2OCCN2CCOCC2)cc1	-4	5	1.2	1	0.48	.	0.5	-0.1	-14
Cc1cc(SCC(=O)NCCN2C(=O)CSC2=O)nc2ccccc12	17	-16	-0.2	5	0.035	1	-0.4	-0.8	-6
Cc1ccc2c(c1)[nH]c1c(=O)n(CCC3=CCCCC3)cnc12	18	30	-1.4	-8	0.83	0	1.7	1.0	-4
CCOc1cc(C(=O)OC(C)C(=O)Nc2ncc(Cl)cc2Cl)ccc1OCC(=O)N1CCOCC1 (configuration not stated)	27	-15	0.9	4	1.3	-2	-0.8	0.5	-31
C/C(=N/NC(=O)Cc1cccc2ccccc12)c1cccs1	24	-10	-3.9	-6	0.25	-6	-0.3	0.3	-6
COc1ccc(N2CCN(C(=O)CN(c3ccc(Br)cc3)S(C)(=O)=O)CC2)cc1	8	-5	0.6	1[fluorescence artefact?]	-0.71	3	-2.8	0.0	-11
Cc1nc(Nc2ccccc2)sc1C	-13	2	1.5	0	0.81	4	1.6	2.0	-11
CCNC(=O)Cn1c(=O)c(=O)n(Cc2ccccc2)c2ccc(Cl)cc21	-22	-6	-0.4	2	0.19	-7	-0.1	0.0	-33
COCCn1c(SCC(=O)Nc2ccc3c(c2)OCCO3)nnc1-c1c[nH]c2ccccc12	26	-7	-0.9	1	-0.031	-1	-1.1	0.3	-20
Oc1ccccc1Nc1nc(NCc2ccco2)c2ccccc2n1	27	-13	-6.4	-1	-1.2	.	-0.9	1.6	30
O=C(NC1CCN(Cc2ccccc2)CC1)c1cncc(Br)c1	39	-6	0.1	-2	-0.69	-3	-0.1	-1.4	-14
O=C(CSC1=NCCS1)N1CCN(c2ccccc2)CC1	-13	.	1.9	3	0.048	-1	-0.2	0.2	-8
CN(C)c1ncc(/C=C2/C(=O)NC(=S)N(C3CCCCC3)C2=O)cn1	-33	-7	-3.4	-1	0.5	3	-0.1	3.1	-8
Fc1ccccc1Cc1noc(CN(Cc2ccccn2)CC2CCCO2)n1 (configuration not stated)	-14	-5	0.6	-1	0.52	.	0.6	0.2	-5
CC(=O)Nc1ccc(C(=O)OCC(=O)Nc2ccc(N3CCOCC3)cc2)cc1	13	1	2.2	4	1.8	5	0.3	1.0	10
COC(=O)c1ccc(Cn2nnc3ccccc32)cc1	-22	-8	5.2	-5	-1	-7	-0.4	-0.1	-9
N#Cc1c(-c2ccc(Cl)cc2)ccnc1N1CCOCC1	-137	-3	0.4	4	-1.2	-47	1.1	0.6	-5
COCc1cc(C)nc(SCC[N+](C)(C)CC(=O)Nc2cccc(C(F)(F)F)c2)c1C#N	0	-19	4.6	-1	-0.052	1	0.0	4.2	-3
O=C(OCn1ncc(Br)c(Br)c1=O)c1c(F)cccc1F	-31	.	-27	0	.	-6	-1.9	45	-16

Copied from the list.
For Rad51 HR inh, Cc1ccc2c(c1)[nH]c1c(=O)n(CCC3=CCCCC3)cnc12 has 0
For KCC2 mod, CCOc1cc(C(=O)OC(C)C(=O)Nc2ncc(Cl)cc2Cl)ccc1OCC(=O)N1CCOCC1 (configuration not stated) has 1.3
For KCC2 mod, Oc1ccccc1Nc1nc(NCc2ccco2)c2ccccc2n1 has -1.2

3 entries picked at random from those above, as already listed:
SMILES	m-calpain inh	MDM2 E3 inh	TNF death inh	eIF4E-4G inh	KCC2 mod	Rad51 HR inh	PERK inh	L929 necroptosis	EBV gp42 block
Cc1cc(C)n(-c2nc3ccccc3c(=O)n2OCc2ccc(Cl)cc2)n1	-10	22	-0.1	0	-0.028	2	-0.4	0.6	-19
O=C(c1ccc(Cl)cc1)N1CCCC(c2ccccc2)=N1	-3	-14	-2.9	-2	-1	-5	0.9	0.2	-10
CCOC(=O)c1c(NC(=O)CSc2nc3ccccc3c(=O)n2-c2ccccc2)sc(C(C)=O)c1C	-47	15	1.3	21	0.92	-5	0.7	-0.5	-44
